HCMV inh = qHTS Assay for inhibitors of the human cytomegalovirus (HCMV); HFF cells, HCMV-luciferase reporter, 72 h; stronger effect = lower value; activity change, negative = inhibition, % at 57.5 µM; 4.5% of 410,000 active; in the data active = activity change below about -60%; inconclusive = no clear call, values can overlap the other calls; inactive = above about -39%
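Cell-based, HFFs, 1000 cells/well, 16 h 37C; cpds in DMSO + HCMV-luc, MOI 1 PFU/cell; 72 h 37C; OneGlo luminescence after 5 min RT; norm. to buffer vs Salinomycin 10uM.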
AMA1 RON2 block = qHTS for Inhibitors of AMA1-RON; Towards Development of Antimalarial Drug Lead: Primary Screen; AID 720542, 2013; 0.2% of 360,000 active; Potency, µM (highest dose often 58.2 µM), for the others: at the top dose activity change, negative = inhibition, most hits filed as inhibitors; AlphaScreen AMA1-biotinylated RON2 peptide binding; active = well fitted inhibition curve with a large enough effect; inconclusive = small, poorly fitted or top-dose-only effect; inactive = no such curve, though single readings can be large or run the other way;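 note: potency is the fitted concentration of half-maximal effect; 0% = vehicle wells and -100% = peptide control; nearly all actives have a fitted effect of over 45% in size; some results filed as inactive show a strong effect at the top dose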
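AMA1 (3D7) with his tag at 25 nM final met compounds first, then biotinylated RON2 peptide at 25 nM; detection used donor plus acceptor beads, 10 µg/mL apiece, read by AlphaScreen after 30 min at room temperature.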
Starred values were filed as active, the others as inactive; ? = inconclusive; [ ] = another dose, or the depositor's remark. Unless noted, % is set by controls: 0 for no effect and ±100 for the full control effect. Some of the compounds tested, so the mix of outcomes need not match the whole.

SMILES	HCMV inh	AMA1 RON2 block
C[C@@H]1CN([C@H](C)CO)C(=O)c2cc(Br)cnc2O[C@H]1CN(C)C(=O)CC1CC1	-13	2%
CCc1nc2ccc(C(=O)NCCN3CCNC3=O)cn2c1N(CC)CCOC	6	8%
c1ccc2c(C(c3nnnn3-c3ccc4c(c3)OCCO4)N3CCCC3)ccnc2c1 (stereo not given)	13	-3%
CC(=O)N1CCN(C(C(=O)Nc2c(C)cccc2C)c2ccccc2OC(F)(F)F)CC1 (stereo not given)	29	3%
CC1(c2ccccc2)NC(=O)N(CC(=O)Nc2cc(C(F)(F)F)ccc2N2CCCCC2)C1=O (stereo not given)	-18	-15%
CCCCNc1c(-c2ccccn2)nc2nc(C)cc(C)n12	15	-54%
CC(=O)Nc1ccc(NC(=O)c2ccc3sc([C@H]4C[C@H](O)[C@@H](CO)O4)nc3c2)cc1	-12	-4%
C[C@@H]1CN([C@H](C)CO)S(=O)(=O)c2ccc(Br)cc2O[C@@H]1CN(C)C(=O)Nc1ccc(C(F)(F)F)cc1	-10	0%
CCc1nc(SCC(=O)Nc2ccc(N(CC)CC)cc2)n[nH]1	-10	17%
CN1C=Nc2c(ncn2C2CCC(CO)O2)C1O (stereo not given)	3	1%
N/C(=N\OC(=O)c1ccccc1)C(Cc1ccccc1)C(=O)NOC(=O)c1ccccc1 (stereo not given)	-17	32%[activator]
Cn1ccc2c(-c3ccc(F)cc3)cc3c(c21)C1CCC3C1 (stereo not given)	-19	-28%
Cc1nc(Cl)sc1C(=O)Nc1ccc(F)cc1	61	1%
CCCOc1ccc(F)cc1-c1cc(C(=O)NCc2ccco2)[nH]n1	28	-7%
O=C(Nc1nnc([C@H]2C[C@H](O)[C@@H](CO)O2)s1)C(c1ccccc1)c1ccccc1	-12	8%
CN(CCc1ccccc1)C(=O)c1cccc(NC(=O)Cc2cccc(NC(=O)C3CCN(C(=O)c4ccccc4)CC3)c2)c1	-12	0%
O=C(Nc1ccn(CCCN2CCN(c3ccccc3)CC2)c(=O)n1)OCc1ccccc1	-20	-3%
N#Cc1ccccc1C[C@H](N)C(=O)NC[C@H]1O[C@@H](n2ccc(N)nc2=O)[C@H](O)[C@@H]1O	-11	53%[activator]
O=C(Nc1cccc(Cl)c1Cl)C1CCCC1	1	7%
Cc1ccc(NC(=O)CSCC(=O)N(C)Cc2c(F)cccc2Cl)cc1	-22	7%
O=c1[nH]cc(S(=O)(=O)N2CCN(c3ccc(F)cc3)CC2)c(=O)[nH]1	-22	-1%
Cc1ccc(Cc2c(-c3ccc(C#N)cc3)nc3c4ccccc4ccn23)cc1	22	-1%
CC1(C(=O)NS(=O)(=O)c2ccc(Cl)s2)CCN1C(=O)c1ccccc1CCc1ccccc1 (stereo not given)	1	-1%
CN1OC[C@@H]2CN(S(=O)(=O)c3cccc4ccccc34)[C@H](c3ccc(-c4ccccc4)cc3)C[C@@H]21	-8	-17%
Cc1ccccc1-c1csc(C(O)c2cccc(Cl)c2)n1 (stereo not given)	-10	19%
CNC(=O)c1c(NC(=O)c2ccc(N3C(=O)CCC3=O)cc2)sc2c1CCC(C)C2 (stereo not given)	36	24%
COc1ccc(N2CCN(C(=O)COC(=O)[C@@H](NC(=O)OCc3ccccc3)C(C)C)CC2)cc1	1	-1%[11.6 µM]
COC(=O)C[C@H]1CC[C@H](NC(=O)Cc2ccccc2)[C@@H](CO)O1	-22	5%
O=C1NCN(c2ccccc2)C12CCN(C(c1cccc3ccccc13)c1nnnn1Cc1ccccc1)CC2 (stereo not given)	-29	-22%
COc1ccc(-c2ccc(N3C(c4ccsc4)=Cc4ccc(F)cc4C3c3c[nH]c4ccccc34)cc2)cc1 (stereo not given)	64	-6%

Sorted by molecular weight (smallest number first): part of the list above.
SMILES	HCMV inh	AMA1 RON2 block
CCCCNc1c(-c2ccccn2)nc2nc(C)cc(C)n12	15	-54%
CCCOc1ccc(F)cc1-c1cc(C(=O)NCc2ccco2)[nH]n1	28	-7%
CCc1nc2ccc(C(=O)NCCN3CCNC3=O)cn2c1N(CC)CCOC	6	8%

Remaining list, next part:
SMILES	HCMV inh	AMA1 RON2 block
COc1ccccc1CN(C)C[C@H]1OCc2cnnn2CCCC(=O)N([C@H](C)CO)C[C@@H]1C	7	2%
C=CC[C@@]12C=C(OC)C(=O)C(OC)=C1O[C@H](c1ccc3c(c1)OCO3)[C@H]2C	37	-4%
NC(Cc1ccc(F)cc1)c1csc(Nc2nccc(C(F)(F)F)n2)n1 (stereo not given)	-19	78%[activator]
C[C@@H]1CN([C@H](C)CO)C(=O)CCCn2nncc2CO[C@@H]1CN(C)S(=O)(=O)c1cccc(C#N)c1	2	6%
CC(=O)N1CCCC(C)(C(=O)Nc2ccc3nc(C)ccc3c2)C1 (stereo not given)	-26	-2%
CC(C)C1C(=O)N(Cc2cn(CC3CCCCC3)nn2)CCS(=O)(=O)N1Cc1ccc(-c2ccc(F)nc2)cc1 (stereo not given)	-11	-2%
CC1(C(=O)Nc2cccc(C(F)(F)F)c2)Cc2c(-c3ccc4c(c3)OCO4)ccnc2O1 (stereo not given)	13	-18%
CC(=O)OCCc1c2ccccc2c(CCCN(C)C)c2ccccc12	-24	12%
C[C@@H]1CN([C@H](C)CO)C(=O)c2c(c3ccccc3n2C)-c2ccccc2CO[C@H]1CN(C)Cc1ccc(C(F)(F)F)cc1	-106*	4%
Cc1cc(C(=O)CN2C(=O)NC(C)(c3ccc(F)c(F)c3)C2=O)c(C)n1C1CC1 (stereo not given)	-24	-15%
CN(Cc1ccccc1)C(=O)C(=O)c1c[nH]c2ccccc12	-70*	-7%
CCC[C@@H]1C=C(C(=O)OCC)[C@H](c2ccccc2)N1S(=O)(=O)c1ccc(C)cc1	-14	13%
CC(C)C[C@H]1CNC(=S)N1C[C@H]1CCCN1C[C@H](Cc1ccc(O)cc1)N1C[C@H](Cc2ccccc2)N(CCc2ccccc2)C1=S	-11	-7%
COCCCn1c(C(=O)N2CCOCC2)cc2c(=O)n3cccc(C)c3nc21	6	4%
CC1=C(C(=O)N(C(C)C)C(C)C)CC(CC(=O)NCc2cccc3ccccc23)C(=O)N1Cc1ccc(C(C)(C)C)cc1 (stereo not given)	?	-2%
C=CCNc1cccc(Br)c1	18	-1%
COC(=O)[C@@]12C[C@@H](CC(=O)NCc3ccccc3)C(=O)N(Cc3ccc4c(c3)OCO4)C1=CCC(C)(C)C2	9	-20%
COc1ccc(CN(CCCn2cnc3c(OC)ncnc32)CCCn2cnc3c(OC)ncnc32)cc1	-30	-5%
COc1ccc(-c2cc(NC=O)c3ncc(-c4cccc(C(F)(F)F)c4)n3c2)c(OC)c1	90	53%[activator]
COCCn1c(N)c(N(Cc2ccccc2)C(=O)C(C)Oc2ccc(Br)cc2)c(=O)[nH]c1=O (stereo not given)	-17	8%

Structures above that have bromine (4):
SMILES	HCMV inh	AMA1 RON2 block
C[C@@H]1CN([C@H](C)CO)C(=O)c2cc(Br)cnc2O[C@H]1CN(C)C(=O)CC1CC1	-13	2%
C[C@@H]1CN([C@H](C)CO)S(=O)(=O)c2ccc(Br)cc2O[C@@H]1CN(C)C(=O)Nc1ccc(C(F)(F)F)cc1	-10	0%
C=CCNc1cccc(Br)c1	18	-1%
COCCn1c(N)c(N(Cc2ccccc2)C(=O)C(C)Oc2ccc(Br)cc2)c(=O)[nH]c1=O (stereo not given)	-17	8%

The list continues:
SMILES	HCMV inh	AMA1 RON2 block
CC(=O)c1cccc(OC(=O)Oc2cccc(C(C)=O)c2)c1	13	7%
CCOc1ccccc1C(=O)NCCCCNC(=O)c1ccccc1OCC	-21	-3%
CN(CCCn1ccc(NC(=O)OCc2ccccc2)nc1=O)Cc1ccco1	24	-4%
CC1(C)OC(=O)C2=C(C[C@@H](C3CCCCC3)O[C@@H]2c2ccc(Cl)cc2)O1	-10	-2%
COC(=O)c1nc[nH]c1[N+](=O)[O-]	58	-2%
NC(=O)NN=C(C1CC1)C1CC1	-11	1%
c1ccc2[nH]c(CCCCCc3nc4ccccc4[nH]3)nc2c1	-21	0%
Cc1cccc(COC[C@H](Cc2ccccc2)N2CCN(C(=O)c3ccc(C(F)(F)F)cc3)CCC2=O)c1	28	-9%
O=C(NC(=S)Nc1ccc(N2CCCCC2)c(Cl)c1)c1cccs1	-40	21%
COc1ccc(OC)c(/C=N/n2c(C)nc3ccccc3c2=O)c1	4	-11%
CCc1nc2c(OCc3ccc(F)c(F)c3)cccn2c1N(C)C(=O)c1cccs1	-20	-4%
C=C(CCO)C1=CCN(S(=O)(=O)C(C)(C)C)[C@H]1CCO	0	-7%
CSc1nc2nc(Cl)c(Cl)nc2[nH]1	-1	-8%
CC(C)C[C@@H](CN1CCCC1CN1C(=S)NC[C@@H]1Cc1ccc(O)cc1)N1C[C@H](Cc2ccccc2)N(CC2CCCCCC2)C1=S (stereo not given in full)	-15	-6%
CCOC(=O)c1sc(NC(=O)CSc2nc(-c3ccco3)cc(C(F)(F)F)n2)c(C(=O)OCC)c1C	?	9%
O=[N+]([O-])c1cc(-c2csc(NCCc3nc4cc(Cl)c(Cl)cc4n3CCCO)n2)ccc1Cl	-14	12%
CCOc1ccc(-c2cc(C(=O)N3CCC4(CC3)OCCO4)c3ccccc3n2)cc1	-2	4%
Cc1nnc(NC(=O)CSc2nnc(CNC(=O)c3ccccc3F)n2C(C)C)s1	-1	9%
OC(c1ccccc1)c1nc(-c2cncnc2)cs1 (stereo not given)	?	-2%
C[C@@H](c1ccccc1)N1C[C@@H](COCc2ccccc2)Oc2cc(N3CCC[C@H]3C(N)=O)ccc2S1(=O)=O	6	3%
Cc1ccc2nc(-c3ccccc3)c(CC3CCCCC3)n2c1	43	5%
CCOc1ccc2nc(S(=O)(=O)NC(=O)C3(C)CCN3C(=O)c3cccc(F)c3)sc2c1 (stereo not given)	-19	4%
CS(=O)(=O)c1ccc(C2=C(CNC(=O)c3nccs3)[C@H]3CC[C@@H](C2)N3Cc2ccccc2)cc1	21	8%
O=C(Nc1ccc(Cl)cc1)C1Cc2c(-c3ccccc3)ccnc2O1 (stereo not given)	?	-8%
CC(=O)C(=Nc1cccc(Cl)c1)NNc1ccccc1C	-13	-27%
CCc1nc2ccc(C(=O)Nc3cccc(OCC(=O)N(C)C)c3)cn2c1N(C)C(=O)c1cccc(OC)c1	43	-3%
Nc1nc(-c2ccccc2)c(CC(=O)O)s1	15	17%
CCN(CC)C(=O)C1=C(C)N(CCC2=CCCCC2)C(=O)C(CC(=O)NCCCN(C)C)C1 (stereo not given)	1	8%
ClC1(CNc2ccccc2)CCN(Cc2ccccc2)CC1	-8	-24%
COc1cc2oc3ccc(C#Cc4ccccn4)cc3c(=O)c2cc1OC	37	15%

In the list so far, 6 contain a thiophene ring, fused or not.
SMILES	HCMV inh	AMA1 RON2 block
CC1(C(=O)NS(=O)(=O)c2ccc(Cl)s2)CCN1C(=O)c1ccccc1CCc1ccccc1 (stereo not given)	1	-1%
CNC(=O)c1c(NC(=O)c2ccc(N3C(=O)CCC3=O)cc2)sc2c1CCC(C)C2 (stereo not given)	36	24%
COc1ccc(-c2ccc(N3C(c4ccsc4)=Cc4ccc(F)cc4C3c3c[nH]c4ccccc34)cc2)cc1 (stereo not given)	64	-6%
O=C(NC(=S)Nc1ccc(N2CCCCC2)c(Cl)c1)c1cccs1	-40	21%
CCc1nc2c(OCc3ccc(F)c(F)c3)cccn2c1N(C)C(=O)c1cccs1	-20	-4%
CCOC(=O)c1sc(NC(=O)CSc2nc(-c3ccco3)cc(C(F)(F)F)n2)c(C(=O)OCC)c1C	?	9%

Remaining list, next part
SMILES	HCMV inh	AMA1 RON2 block
CCOCc1nc2nc(Cl)c(Cl)nc2[nH]1	123	9%
CC(C)Oc1cccc(NC(=O)C2(C)CCN2C(C)C)c1 (stereo not given)	2	-1%
COc1cccc(OC)c1OCCN1CCC(C(=O)NC(c2ccccc2)c2ncccc2C)CC1 (stereo not given)	2	-3%
COc1ccc(CNC(=O)c2cccc3c(-c4cnn(C)c4)coc23)cc1OC	?	5%
Cc1cc(-c2ccccc2)cc(=O)[nH]1	39	22%
CCOc1ccc(CCN2C(=O)C(=O)N([C@@H](Cc3ccccc3)CN3CCC[C@H]3CN3C(=O)C(=O)NC[C@@H]3Cc3ccccc3)C[C@@H]2Cc2ccccc2)cc1	-65*	-8%
CCNC(=O)C1(C)CCCN(C(=O)c2csc3ccccc23)C1 (stereo not given)	5	3%
COc1ccc(-c2coc3c(C(=O)NCc4ccc(C(F)(F)F)cc4)cccc23)c(C)c1	?	-18%
CC12C(=O)N(c3nccs3)C(=O)C1(C)C1CCC2O1 (stereo not given)	5	-3%
CC(C)Nc1ncnc2c1ncn2[C@H]1CN(C2CCCC2)C[C@@H](CO)O1	-38	6%
O=c1[nH]c2c(c(=O)[nH]1)OCN(Cc1ccccc1)C2	-24	77%[activator]
O=C(CC1CC1)Nc1ccc2c(c1)[C@@H]1C[C@H](CC(=O)NC3CCCC3)O[C@@H](CO)[C@@H]1O2	12	10%
O=C(Nc1ccc(C(=O)N2CCCC2)cc1)C1CCCC1	-17	15%
CCCNC(=O)c1cc(C2CCCN(S(=O)(=O)c3cccs3)C2)on1 (stereo not given)	0	12%
CC(=O)OC1C=CN(C(C)=O)C(SC(C)(C)C)C1(C)O (stereo not given)	-17	20%
OCCN1CCN(c2nccn3ccnc23)CC1	6	94%[activator]

Screens: PubChem, National Center for Advancing Translational Sciences (NCATS)
